# Compound activity as filed in PubChem BioAssay.
# Bim-Bcl-2: human Bim-Bcl-2 interaction inhibition; P10415; Bead-based flow cytometry, Bim peptide-Bcl-2 binding; inhibition, % at 10 µM; 190,000 tested, 0.06% active; AID 950; in the data active = inhibition above about 40%; inconclusive = no clear call, values can overlap the other calls;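 note: 0% = no compound wells with probe peptide and 100% = reference peptide inhibitor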
# Target sequence (P10415 whole entry, looked up): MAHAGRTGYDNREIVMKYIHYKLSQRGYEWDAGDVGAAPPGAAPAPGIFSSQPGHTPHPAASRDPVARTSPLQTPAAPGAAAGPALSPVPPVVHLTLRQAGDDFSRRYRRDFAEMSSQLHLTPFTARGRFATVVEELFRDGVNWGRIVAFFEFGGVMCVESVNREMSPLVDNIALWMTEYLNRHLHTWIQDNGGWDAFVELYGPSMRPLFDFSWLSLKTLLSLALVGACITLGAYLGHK
# Rac1 act GTP bind: modulators of GTP binding to human Rac1 activated mutant | 190,000 tested, 0.11% active | P63000 | AID 764 | GST-Rac1 activated beads, fluorescent GTP binding, flow cytometry; actives lie on both sides; 100% means binding = to untreated wells | percent activity (GTP binding), % at 10 µM;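 active = GTP binding at least 20 percentage points away from the 100% baseline, in either direction, so actives lie on both sides; inconclusive = Compound likely fluorescent itself, or too few beads counted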
# Bcl-XL Bim block: human Bim-Bcl-XL interaction inhibition. Bim peptide-Bcl-XL binding, bead flow cytometry, fluorescence. inhibition, % at 10 µM. 190,000 tested, 0.04% active. AID 1007
# Target sequence (Q07817 whole entry, looked up): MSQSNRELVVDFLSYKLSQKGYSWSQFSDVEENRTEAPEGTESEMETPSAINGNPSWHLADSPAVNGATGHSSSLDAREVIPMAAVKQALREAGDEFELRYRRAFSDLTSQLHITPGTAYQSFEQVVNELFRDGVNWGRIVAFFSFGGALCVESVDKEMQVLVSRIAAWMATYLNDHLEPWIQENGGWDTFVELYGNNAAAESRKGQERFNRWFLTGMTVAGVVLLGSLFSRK
# Rac1 wt modul: modulators of human Rac1 wildtype GTP binding; P63000; GST-Rac1 beads, fluorescent GTP binding, flow cytometry; actives lie on both sides; 0 = cold GTP competed, 100 = untreated; GTP binding activity (% of control), % at 10 µM; 190,000 tested, 0.27% active; AID 757;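 active = GTP binding activity at least 20 points away from the 100% control level, either lower or higher; inconclusive = compound flagged as likely green fluorescent, judged across all proteins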
# Bim-Bcl-B: disrupts Bim peptide binding to human Bcl-B. inhibition, % at 10 µM. bead-based flow cytometry. 190,000 tested, 0.073% active. AID 951;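 note: 0% = tracer peptide without compound and 100% = reference inhibitor peptide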
# Target sequence (Q9HD36 whole entry, looked up): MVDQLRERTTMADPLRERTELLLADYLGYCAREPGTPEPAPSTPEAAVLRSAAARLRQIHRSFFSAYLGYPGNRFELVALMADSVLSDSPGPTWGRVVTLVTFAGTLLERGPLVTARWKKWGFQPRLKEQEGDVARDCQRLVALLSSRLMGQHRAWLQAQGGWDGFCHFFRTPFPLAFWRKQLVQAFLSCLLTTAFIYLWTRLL
# Bcl-W Bim block: inhibitors of Bim-Bcl-W interaction, human. AID 952. Q92843. inhibition, % at 10 µM. 190,000 tested, 0.02% active. bead-based flow cytometry, Bim peptide-Bcl-W binding;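 note: 0% = bound tracer without compound and 100% = peptide blocker; higher means less fluorescent Bim peptide bound to Bcl-W beads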
# Target sequence (Q92843 whole entry, looked up): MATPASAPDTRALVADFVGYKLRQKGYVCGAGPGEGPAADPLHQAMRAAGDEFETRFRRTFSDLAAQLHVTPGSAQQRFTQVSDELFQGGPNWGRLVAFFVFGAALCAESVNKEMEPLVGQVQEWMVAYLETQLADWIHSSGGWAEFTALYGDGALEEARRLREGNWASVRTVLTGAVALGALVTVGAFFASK
# Bfl-1 Bim block: human Bim-Bfl-1 interaction inhibition. inhibition, % at 10 µM. Q16548. Bead-based flow cytometry, Bim-Bfl-1 binding inhibition. AID 1008. 190,000 tested, 0.12% active;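 note: 0% = wells without compound plus tracer and 100% = blocker peptide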
# Rab2A wt mod: changes GTP binding to wildtype dog Rab2A, up or down; P61105; GST-Rab2 wt beads, Bodipy-GTP binding, flow cytometry; GTP binding activity, % at 10 µM; 190,000 tested, 0.19% active; AID 760;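 active = GTP binding activity at least 20 points away from 100%, either lowered or raised; inconclusive = signal likely due to the compound's own green fluorescence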;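 note: 0% = beads with excess unlabeled GTP and 100% = no-compound control corrected for plate trend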
# Rab7 wt modul: modulators of GTP binding to dog Rab7 wildtype GTPase; GST-Rab7 beads, fluorescent GTP binding, flow cytometry; actives lie on both sides; untreated = 100%, excess cold GTP = 0%; GTP binding activity (percent of control), % at 10 µM; 190,000 tested, 0.055% active;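 active = fluorescent GTP binding to Rab7 beads changed by at least 20 points from the 100% baseline, either direction, mostly lower; inconclusive = compound itself probably fluorescent, or too few beads counted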;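 note: median green fluorescence of bound Bodipy-FL-GTP per Rab7 bead population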
# Cdc42 wt: modulators (inhibitors or activators) of GTP binding to human Cdc42 wildtype; GST-Cdc42 beads, Bodipy-GTP binding, flow cytometry; actives lie on both sides; AID 761; P60953; 190,000 tested, 0.2% active; percent activity (GTP binding), % at 10 µM;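 active = percent activity GTP binding at least 20 points away from the 100% baseline, either down as inhibitor or up as activator; inconclusive = compound flagged as likely green fluorescent from well-wide comparison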;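 note: median bead fluorescence of bound Bodipy-FL-GTP at 100 nM; 0% = excess unlabeled GTP control and 100% = no compound control; below 100% means less GTP binding so inhibitor and above means activator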
# HRas wt GTP: human HRas wildtype GTP binding, change in either direction. GST-Ras wt beads, Bodipy-FL-GTP binding, flow cytometry; actives lie on both sides. GTP binding activity, % at 10 µM. 190,000 tested, 0.14% active;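 active = GTP binding activity at least 20% away from the 100% baseline, either lowered as inhibitor or raised as activator; inconclusive = flagged as likely green fluorescent, judged across all proteins in the well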;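 note: 0% = unlabeled GTP competition control and 100% = no-compound control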
# Target sequence (P01112 whole entry, looked up): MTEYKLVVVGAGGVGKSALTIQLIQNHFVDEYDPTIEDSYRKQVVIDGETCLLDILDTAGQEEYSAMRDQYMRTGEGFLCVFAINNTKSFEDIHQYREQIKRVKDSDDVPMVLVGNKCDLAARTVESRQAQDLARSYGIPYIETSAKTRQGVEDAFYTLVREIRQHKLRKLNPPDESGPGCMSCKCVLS
# Numbers without * were called inactive; ? = inconclusive. Cut-off read from the data, not from the text of the source, unless noted: active = inhibition above about 40%.
# Order of results – Bim-Bcl-2	Rac1 act GTP bind	Bcl-XL Bim block	Rac1 wt modul	Bim-Bcl-B	Bcl-W Bim block	Bfl-1 Bim block	Rab2A wt mod	Rab7 wt modul	Cdc42 wt	HRas wt GTP
> COc1ccc(CN2CCN(CCC(C)C)C(CCO)C2)cc1Cn1cccn1 (stereo not given)
 : -3	97	-1	99	-1	0	-6	97	98	97	95
> Cc1cc(C)c(NC(=O)C2CCCN2CCC(C)C)c(C)c1 (stereo not given)
 : -2	100	-8	104	-6	-5	-4	99	99	98	100
> COc1ccc(C)cc1Nc1nnc(C)c(=O)[nH]1
 : 1	97	-2	98	-3	0	-5	97	97	95	95
> Cc1cn(COC/C=C/c2ccccc2)c(=O)[nH]c1=O
 : -4	99	-1	101	-4	-2	-1	104	97	105	106
> CCC1C(=O)c2ccccc2N(C)C1=O (stereo not given)
 : 0	96	-4	99	-1	0	0	94	96	97	98
> O=C1N/C(=C/c2cccn2-c2ccc(F)cc2)C(=O)N1Cc1ccccc1F
 : -3	100	-8	104	-9	-4	-2	97	98	94	101
> CC(=O)NC1(C(F)(F)F)NC(=O)N(c2ccc(F)cc2)C1=O (stereo not given)
 : -5	97	-9	102	-9	-2	-7	99	102	95	99
> CCC(C)NC(=O)CC(NS(=O)(=O)c1ccc(Cl)cc1)c1ccco1 (stereo not given)
 : -8	94	-20	96	-7	-4	-13	97	96	98	97
> COc1cc2c(cc1NC(=O)CCCN1C(=O)CCC1=O)oc1ccccc12
 : -9	99	-18	104	-10	-3	-11	103	102	106	102
> O=C(CSc1nnc(-c2cccnc2)n1Cc1ccccc1)NCc1ccccc1
 : -2	97	-5	102	-6	-4	-2	98	100	97	99
> CNC(=O)COC(=O)c1ccccc1Oc1ccccc1
 : -9	97	-9	98	-5	1	-19	99	99	100	100
> O=C(O)CS(=O)CC(=O)NCc1cccc(C(F)(F)F)c1 (stereo not given)
 : 0	97	-1	101	0	0	-5	102	111	100	101
> O=C(CSc1c2c(nc3ccccc13)CCCC2)NCc1ccco1
 : 1	94	-1	87	-3	0	2	93	94	92	91
> CCCC1(C(=O)O)NC(c2ccccc2O)C2C(=O)N(Cc3ccccc3)C(=O)C21 (stereo not given)
 : -1	98	1	104	-4	5	-8	100	98	102	99
> COc1ccccc1CNC(=O)C1CCN(C(=O)NC2CCCCC2)CC1
 : 0	96	-2	104	-5	-1	-3	105	98	99	97
> CCOC(=O)C1CC(c2ccc(Cl)cc2)=NNC1=O (stereo not given)
 : 0	92	-1	93	0	-3	0	93	100	94	96
> CNC(=O)C1CC(=O)N(CCc2ccc(OC)c(OC)c2)C(=Nc2ccc(F)cc2)S1 (stereo not given)
 : -3	95	0	95	-4	1	-6	96	97	100	97
> Cc1ccc(Oc2cc(NC(=O)CCCn3nc([N+](=O)[O-])c(Cl)c3C)cc([N+](=O)[O-])c2)cc1
 : 4	98	0	102	0	0	0	99	101	102	99
> CC1(C)S[C@@H]2[C@H](NC(=O)[C@H](C(=O)O)c3ccsc3)C(=O)N2[C@H]1C(=O)O
 : 2	102	0	104	-2	-3	0	100	102	99	100
> CC(NCC(=O)Nc1cc(S(=O)(=O)N2CCCCCC2)ccc1Cl)c1ccccc1 (stereo not given)
 : -9	95	-5	99	-9	-7	-12	99	107	100	99
> COc1cccc(C(=O)COc2ccccc2-c2ccccc2)c1
 : 0	98	-7	100	-2	-7	-5	100	96	98	100
> COc1ccccc1Cn1c(C)nnc1-c1cnn(C)c1N
 : -3	94	-1	97	0	-3	-6	98	91	96	95
> O=C(N/N=C/c1cccc(O)c1)c1ccc(NC(=O)c2cccc([N+](=O)[O-])c2)cc1
 : 0	?	1	?	-3	0	-3	?	?	?	?
> Cc1ccc(S(=O)(=O)C2(C(=O)N3CCCC(C)C3)CC2)cc1 (stereo not given)
 : -11	94	-2	96	-6	1	-11	95	95	95	98
> COC(=O)c1ccc(NC(=O)CCn2cccc2)cc1
 : 1	97	1	103	4	3	1	101	105	104	103
> COc1ccc(F)cc1C(=O)C1CCCN(Cc2c(C)n(C)n(-c3ccccc3)c2=O)C1 (stereo not given)
 : -3	96	-1	96	-3	-1	-5	96	100	94	94
> O=C(OCCN1C(=O)c2cccc3c(N4CCOCC4)ccc(c23)C1=O)c1cccc(Cl)c1
 : 4	101	1	103	-38	-2	-7	99	104	102	101
> CC1(C)CC(CC(=O)Nc2ccc([N+](=O)[O-])cc2)C(=O)O1 (stereo not given)
 : -2	100	0	104	-1	2	-4	99	99	102	99
> Cc1cc(C)nc(/N=C2\NC(=O)CC(C(=O)O)N2CCc2c[nH]c3ccccc23)n1 (stereo not given)
 : -8	101	-3	100	-6	3	-11	99	103	98	102
> Cc1cccc(C)c1NC(=O)CN(c1ccccn1)S(=O)(=O)c1ccc(F)cc1
 : -1	97	0	104	-1	1	-3	100	99	101	98
> CCOC(=O)c1ccc(N2C(=O)C(O)=C(C(C)=O)C2c2ccc(O)c(OC)c2)cc1 (stereo not given)
 : 0	98	-6	102	-1	-2	-3	99	104	101	102
> O=C(CCCn1c(=O)oc2ccccc21)N1CCc2ccccc2C1
 : -10	98	-1	102	-2	1	-12	98	95	101	97
> CC(=O)c1cccc(N(C(=O)c2ccco2)C(C(=O)NC2CCCC2)c2ccc(N3CCOCC3)cc2)c1 (stereo not given)
 : -2	100	-4	103	-7	0	-5	98	103	99	98
> O=C(CNC(=O)c1ccco1)OCc1ccc(C(=O)c2ccccc2)cc1
 : -2	90	-3	93	-4	-1	-3	99	105	93	94
> Fc1ccc(NCc2ccccc2F)cc1Cl
 : 2	100	1	101	2	-2	1	103	101	103	102
> COc1cc(CNc2ccc(N3CCCC3)cc2)ccc1OCc1ccccc1
 : 24	97	3	103	0	32	47*	100	98	102	100
> CN(C)S(=O)(=O)c1cccc(NC(=O)COC(=O)CCC(=O)c2ccc(F)cc2)c1
 : -9	102	-7	103	-8	-6	-9	101	96	100	101
> O=C(Nc1ccc2oc(=O)ccc2c1)c1cc2ccccc2o1
 : 2	95	-12	97	-12	-9	-5	96	98	98	98
> Cc1nn(C)cc1CN(C)Cc1c(C(=O)N(C)Cc2ccccc2)nc2ccccn12
 : 0	96	0	99	-3	1	-4	98	93	98	95
> CN(Cc1ccccc1)C(=O)c1ccccc1C(=O)O
 : -4	95	-2	96	-3	-4	-2	99	106	97	97
> CCCCOc1ccc2c(C)cc(=O)oc2c1OCCCC
 : -3	97	-5	102	-7	-3	-3	97	93	99	96
> CCc1ccccc1NC(=O)N[C@@H](C)C(=O)O
 : 0	?	-6	?	0	-6	0	?	?	?	?
> C#CC(C)(CC)NC(=O)c1cc2cccc(CC=C)c2oc1=O (stereo not given)
 : 2	96	0	102	2	0	9	95	94	95	97
> CCC(Sc1nccn1C)C(=O)Nc1nnc(C)s1 (stereo not given)
 : -4	99	-2	101	-3	0	-4	103	102	105	102
> Cc1ccc(C)c(/C(O)=C2\C(=O)C(=O)N(CCCN3CCOCC3)C2c2cccnc2)c1 (stereo not given)
 : -6	100	6	107	-3	5	-9	100	101	104	102
> COc1ccc(Oc2nccc(-c3ccc(F)cc3)c2C#N)cc1
 : -5	98	-5	101	-8	0	-13	98	101	99	99
> CCOC(=O)N1CCN(C(=O)CCn2c(=O)[nH]c3ccsc3c2=O)CC1
 : 0	94	0	95	-1	-2	-4	99	104	94	95
> CN(C)CCCNC(=O)/C(=N\O)c1ccccc1
 : -3	97	-7	105	-1	-4	1	101	99	104	100
> CCOc1ccc(-c2ccc(SCc3ccccn3)nn2)cc1
 : 0	96	-3	98	0	0	-4	94	97	101	97
> CCCc1cc(=O)n2[nH]c(-c3ccc(OC)cc3)nc2n1
 : -5	98	-6	102	-9	-8	-6	98	98	97	99
> O=C(c1ccco1)N1CCN(c2nc3ccsc3c(=O)s2)CC1
 : -8	99	-3	105	-5	1	-9	99	102	101	102
> COc1ccc(C(=O)/C(=C\N(C)C)n2nc(C)cc2C)cc1
 : -7	97	-3	101	-5	-3	-6	96	100	96	97
> CC1CCC2(CC1)NC(=O)N(CC(=O)Nc1nc(-c3ccc(F)cc3)cs1)C2=O (stereo not given)
 : -6	100	-2	104	-6	2	-10	102	102	102	101
> O=[N+]([O-])c1ccc(N2CCOCC2)cc1NCc1ccccc1
 : -2	102	0	101	-1	2	-5	105	97	107	106
> COc1ccc(CCN2CC(C(=O)O)CC2=O)cc1 (stereo not given)
 : 0	101	-3	103	0	-1	0	106	102	105	104
> CCc1ccc(S(=O)(=O)Nc2ccc(-c3nc4cccnc4s3)cc2)s1
 : -5	98	0	105	-7	1	-10	102	101	101	103
> CC1(C)CC(=O)c2sc(NC(=O)CN3CCOCC3)nc2C1
 : -9	98	-15	97	-10	-5	-21	102	101	98	100
> CN1CCCN(C(=O)c2ccc(Cl)c(S(=O)(=O)N(C)c3ccccc3)c2)CC1
 : -6	100	-6	103	-3	-7	-5	98	95	101	98
> Cn1c(=O)[nH]c(=O)c2c1nc(NCc1ccco1)n2CCCc1ccccc1
 : -11	102	-6	111	-5	0	-14	104	101	102	102
> Cc1cc(Cl)ccc1NC(=O)C1CCN(S(C)(=O)=O)CC1
 : -1	97	-2	100	-4	0	-3	98	104	100	99

# 2 neighbouring records already listed, for reference:
# Order of results – Bim-Bcl-2	Rac1 act GTP bind	Bcl-XL Bim block	Rac1 wt modul	Bim-Bcl-B	Bcl-W Bim block	Bfl-1 Bim block	Rab2A wt mod	Rab7 wt modul	Cdc42 wt	HRas wt GTP
> O=C(CSc1c2c(nc3ccccc13)CCCC2)NCc1ccco1
 : 1	94	-1	87	-3	0	2	93	94	92	91
> CCCC1(C(=O)O)NC(c2ccccc2O)C2C(=O)N(Cc3ccccc3)C(=O)C21 (stereo not given)
 : -1	98	1	104	-4	5	-8	100	98	102	99

# (listing goes on)
# Order of results – Bim-Bcl-2	Rac1 act GTP bind	Bcl-XL Bim block	Rac1 wt modul	Bim-Bcl-B	Bcl-W Bim block	Bfl-1 Bim block	Rab2A wt mod	Rab7 wt modul	Cdc42 wt	HRas wt GTP
> Cc1cc(NC(=O)CSc2nnc(C3CC3)n2-c2ccccc2)no1
 : -4	95	0	98	0	2	-5	95	97	100	97
> O=C(/C=C/c1ccc(Cl)cc1Cl)Nc1ccc(CN2CCOCC2)cc1
 : -1	99	-7	103	-4	-3	-1	102	98	101	100
> CC(=O)c1ccc(N2CCN(C(=O)Nc3ccc(C)cc3)CC2)cc1
 : -4	93	-8	93	-5	0	-3	99	109	97	100
> CCOc1c(CNCCN2CCOCC2)cccc1OC
 : -2	101	0	101	-1	-2	-2	104	102	105	105
> COc1cc(C(=O)N2CCN(C(=O)C3CC3)CC2)cc(OC)c1OC
 : -6	100	-3	105	-9	-1	-11	102	103	104	101
> CC1SC2(NC1=O)C1CC3CC(C1)CC2C3 (stereo not given)
 : -1	96	0	97	-3	2	-7	96	99	96	95
> Cc1cccc(NC(=O)C2CCCN(S(=O)(=O)c3cccc4nsnc34)C2)c1 (stereo not given)
 : -11	98	-11	103	-8	2	-16	97	99	99	100
